High-throughput results as filed in PubChem BioAssay.
Growth percent in the NCI-60 one-dose screen (48 h, 10 µM unless noted): 100 = growth as untreated, 0 = no growth, -100 = all killed.
A498 = A498 renal cancer cells; 76,000 compounds, 5.4% hits; AID 1794774
SW-620 = SW-620 colon cancer; 82,000 compounds, 5.2% hits; AID 1794795
COLO 205 = COLO 205 colon cancer. 79,000 compounds, 7.3% hits. AID 1794742
HT29 = HT29 colon cancer. 81,000 compounds, 7.4% hits. AID 1794748
HCT-15 = HCT-15 colon cancer | 82,000 compounds, 5.2% hits
KM12 = KM12 colon cancer cells. 82,000 compounds, 5% hits. AID 1794800
SNB-75 = SNB-75 CNS cancer. 79,000 compounds, 5% hits. AID 1794750
HCC-2998 = HCC-2998 colon cancer. 79,000 compounds, 4.7% hits
HCT-116 = HCT-116 colon cancer; 82,000 compounds, 7.3% hits; AID 1794798
Starred values were filed as active, the others as inactive; . = not tested or not shown; & = joins results of further samples; [ ] = another dose, or the depositor's remark. How the source made its calls: active means growth percent below 10; inactive means the rest. Rows were taken by chance. Share with any hit: about 12%.

SMILES	A498	SW-620	COLO 205	HT29	HCT-15	KM12	SNB-75	HCC-2998	HCT-116
Cn1cc(-c2nc(N)nnc2-c2cncc(Br)c2)c2cc(Cl)ccc21	123	104	122	89	66	94	61	81	80
CC(C)[C@H](NC(=O)OCc1ccccc1)C(O)C1CC1C(=O)C1CO1 (some centres not stated)	102	98	114	112	102	103	94	106	99
C/C(=N\O)c1ccc(NC(=O)CSc2nc3[nH]c(=O)n(C)c(=O)c3[nH]2)cc1	90	97	119	111	94	100	92	100	99
Cn1c(=O)c2c(nc(Cc3ccc(N)cc3)n2C)n(C)c1=O	108	140	136	103	98	102	105	122	100
COc1cc(CNc2nc3ccc(OC/C(=C\F)CN)cc3o2)ccn1	48	102	113	104	113	102	58	116	98
O=C(O)CCOc1c(Cl)cc(Cl)cc1[N+](=O)[O-]	123	103	115	108	101	98	93	100	94
COc1ccccc1CNCCCN1C(=O)c2ccc3c4c(ccc(c24)C1=O)C(=O)N(CCCOCCCCOCCCN)C3=O	-16*	-61*	-95*	-55*	-53*	-59*	-5.6*	-54*	-69*
NS(=O)(=O)c1ccc(CCN2C(=O)/C(=C/c3ccccc3)C=C2c2ccccc2)cc1	142	117	123	120	103	102	100	120	99
Cc1oc2nc[nH]c(=O)c2c1C(=O)/C=C/c1cccc2c1OCO2	101	100	102	109	104	110	86	101	95
COc1ncc(OC)c(S(=O)(=O)Nc2ccc(N/C=C/C(=O)c3cc4c(ccc5ccccc54)oc3=O)cc2)n1	120	112	138	96	100	101	101	108	100

Four entries from above, field by field.
CC(C)[C@H](NC(=O)OCc1ccccc1)C(O)C1CC1C(=O)C1CO1 (some centres not stated)
  A498: 102	SW-620: 98	COLO 205: 114	HT29: 112	HCT-15: 102	KM12: 103	SNB-75: 94	HCC-2998: 106	HCT-116: 99
COc1ccccc1CNCCCN1C(=O)c2ccc3c4c(ccc(c24)C1=O)C(=O)N(CCCOCCCCOCCCN)C3=O
  A498: -16*	SW-620: -61*	COLO 205: -95*	HT29: -55*	HCT-15: -53*	KM12: -59*	SNB-75: -5.6*	HCC-2998: -54*	HCT-116: -69*
O=C(O)CCOc1c(Cl)cc(Cl)cc1[N+](=O)[O-]
  A498: 123	SW-620: 103	COLO 205: 115	HT29: 108	HCT-15: 101	KM12: 98	SNB-75: 93	HCC-2998: 100	HCT-116: 94
COc1cc(CNc2nc3ccc(OC/C(=C\F)CN)cc3o2)ccn1
  A498: 48	SW-620: 102	COLO 205: 113	HT29: 104	HCT-15: 113	KM12: 102	SNB-75: 58	HCC-2998: 116	HCT-116: 98

(list continues)
SMILES	A498	SW-620	COLO 205	HT29	HCT-15	KM12	SNB-75	HCC-2998	HCT-116
N#CCCCC1(CCCC#N)OCCO1	101&105	107&106	108	101&102	105&105	104&107	91&90	99&98	99&102
COCC(=O)Oc1cc(-c2ccc(C)cc2C)c(OC(=O)COC)c(-c2ccc(C)cc2C)c1	69	43	48	34	10	45	80	88	18
CCOC(=O)c1ccccc1NC(=O)CCCl	103	107	109	96	105	109	62	102	110
CC/C(=C(\c1ccc(OCCN2CCCCCC2)cc1)c1ccc(OC(=O)Cc2ccccc2)cc1)c1ccccc1	109	105	103	98	99	102	85	107	109
COc1ccc(-c2nc(SCCC(C)C)nc(N/N=C\c3cc(OC)c(OC)c(OC)c3)c2C#N)cc1	60	88	95	84	87	84	75	98	77
COc1cc(C2CC(=O)Nc3c(-c4ccc(F)cc4)csc32)cc(OC)c1OC (configuration not stated)	.	103	.	80	89	84	85	92	50
COC(=O)C1=C/C=C\CN(C(c2ccccc2)c2ccccc2)/C=C\1C(=O)OC	77	103	124	90	91	99	86	105	69
CCOC(=O)c1cc(C(=O)c2cc(OC)c(OC)c(OC)c2)n2ccc(-c3ccncc3)cc12	86	105	103	91	99	100	89	115	76
Oc1ccc2ccccc2c1C1NNC(=S)N1 (configuration not stated)	87	77	110	98	38	66	61	88	57
COc1cc(C2c3cc4c(cc3C3OC(=O)C2C3CO)OCO4)cc(OC)c1OC (configuration not stated)	-7.8*	23	-92*	-9.6*	3.4*	1.8*	53	19	7.3*

Given as comma-separated lines: entries from further up.
molecule,A498,SW-620,COLO 205,HT29,HCT-15,KM12,SNB-75,HCC-2998,HCT-116
COc1cc(C2CC(=O)Nc3c(-c4ccc(F)cc4)csc32)cc(OC)c1OC (configuration not stated),.,103,.,80,89,84,85,92,50
COC(=O)C1=C/C=C\CN(C(c2ccccc2)c2ccccc2)/C=C\1C(=O)OC,77,103,124,90,91,99,86,105,69
CCOC(=O)c1cc(C(=O)c2cc(OC)c(OC)c(OC)c2)n2ccc(-c3ccncc3)cc12,86,105,103,91,99,100,89,115,76

Following part.
SMILES	A498	SW-620	COLO 205	HT29	HCT-15	KM12	SNB-75	HCC-2998	HCT-116
Cc1c(C(=O)O)nnn1CC(N)=O	109	104	103	94	101	100	101	99	80
CCCCCCCCCCCCCCCCCOC(=O)CCCCCCCCCCCCCCCCC	.	113	106	105	109	104	107	105	112
CCOC(=O)CC1C(CO)OC(n2cnc3c(N)ncnc32)C1O[Si](C)(C)C(C)(C)C (configuration not stated)	98	103	109	98	91	109	75	104	94
CCC(C)(C)c1ccc(OCCCCCCN2CCN(c3ccncc3)CC2)cc1	66	-62*	-84*	-40*	-56*	7.9*	70	-74*	-69*
CC(C)OC(=O)[C@H](C)N[P@@](=O)(OC[C@@]1(C)O[C@@H](n2cc(F)c(N)nc2=O)C[C@@H]1O[P@](=O)(N[C@@H](C)C(=O)OC(C)C)Oc1ccccc1)Oc1ccccc1	45	61	.	86	106	76	78	47	88
COc1ccccc1Nc1nnc(-c2c[nH]c3ccccc23)o1	82	41	-39*	7.4*	12	2.3*	44	7.6*	13
O=S(=O)(OCCCOS(=O)(=O)c1ccc(Cl)cc1)c1ccc(Cl)cc1	100	99	75	66	87	.	79	74	96
O=C(Nc1ccc(Oc2ccc(F)cc2)c(Cl)c1)c1ccnnc1	80	105	103	87	91	89	71	97	94
COc1ccc2c(c1OC)CCC2=O	108	108	112	100	97	98	82	91	107
COC(=O)C1(C)CCC[C@]2(C)[C@H]3C[C@H]4C(C(C)C)=C[C@]3(CC[C@@H]12)[C@H]1[C@@H]4[C@@H](OCc2cn(Cc3ccccc3)nn2)CC[C@@H]1OCc1cn(Cc2ccccc2)nn1 (some centres not stated)	77	72	61	52	62	66	89	82	41
CCOC(=O)c1csc(NC(=O)c2ccc(Nc3ccccc3)c([N+](=O)[O-])c2)n1	102	101	105	110	97	103	85	104	100
CCC(C(N)=O)c1ccccc1 (configuration not stated)	69	109	116	93	104	99	99	103	100
O=C(CN1CCN(c2ncnc3c2cnn3-c2ccccc2)CC1)Oc1ccc2ccccc2c1	116	102	107	106	112	91	100	110	110
Cc1cc(C)nc(SCC(=O)Nc2ccc(-c3nc4ccccc4[nH]3)cc2)n1	96	95	123	102	84	103	123	108	86
O=C(O)Cc1ccc([N+](=O)[O-])cc1	108	110	107	106	120	110	.	95	105
Cc1ccnc(NS(=O)(=O)c2ccc(Nc3ccnc(SCC(=O)c4ccc(C(F)(F)F)cc4)n3)cc2)n1	124	104	111	104	101	104	81	108	102
Cc1nn(-c2ccc(-c3ccc(OC(F)(F)F)cc3)cc2)c2ncnc(N)c12	97	107	118	90	104	95	111	93	98
O=C1N=C2SCCCN2/C1=C\c1cccc(OCc2ccc(Cl)cc2)c1	.	74	86	68	57	81	41	109	63
Cc1cc(=O)oc2cc(OCCCCOc3ccc(/C=C/C(=O)Nc4ccccc4[N+](=O)[O-])cc3)ccc12	127	114	124	117	104	109	103	120	115
C=CCOc1nc(N)nc(OCC=C)n1	137	111	.	107	100	111	93	94	91
Cc1cccc2c(NCCN(C)C)c3cccc(C(=O)NCCN(C)C)c3nc12	34	4.1*	0.6*	-44*	-47*	-28*	-25*	-23*	8.9*
CN([O-])c1nc(N(C)[O-])nc(N2CCOCC2)n1.CN([O-])c1nc(N(C)[OH2+])nc(N2CCOCC2)n1.[Fe+3]	109[100 µM]	58[100 µM]	144[100 µM]	102[100 µM]	104[100 µM]	34[100 µM]	96[100 µM]	114[100 µM]	66[100 µM]
COc1ccc(C(=O)Nc2nc(-c3ccc(Cl)cc3)cs2)cc1	92	96	102	114	95	99	99	112	109
O=C1C(=O)c2ccccc2C(O)=C1CCCc1ccc(C2CCCCC2)cc1	57	37	43	42	41	24	55	30	19
COc1ccc(-c2nc3sc(C)nn3c2-c2nc3cc(C)c(C)cc3[nH]2)cc1	102	98	115	99	81	103	87	106	97
CCOC(=O)C1=NNC(C(=O)OCC)C1c1ccccc1 (configuration not stated)	93	106	103	97	100	107	98	93	120
COc1ccc(C(C)(C)C)cc1C(=O)c1ccccc1	102	102	.	101	97	101	83	111	95
COc1cc(OC)cc(C(=O)Nc2cccc(C#Cc3cccc4[nH]nc(N)c34)c2)c1	-19*	16	6.4*	7.3*	31	12	-19*	43	13
COC(=O)c1[nH]cc2c1[C@]1(CNc3ccc(Cl)cc31)c1[nH]c3ccc(Cl)cc3c1-2	99	95	72	88	77	80	85	90	63
CSc1ncc2[nH]cnc2n1	120	110	101	92	96	104	87	94	82

A few values from the list.
COc1ccc(C(C)(C)C)cc1C(=O)c1ccccc1 in HCT-15 is listed with 97
COC(=O)c1[nH]cc2c1[C@]1(CNc3ccc(Cl)cc31)c1[nH]c3ccc(Cl)cc3c1-2 in SW-620 is listed with 95
CSc1ncc2[nH]cnc2n1 in HCT-15 is listed with 96
CCOC(=O)C1=NNC(C(=O)OCC)C1c1ccccc1 (configuration not stated) in SW-620 is listed with 106
Cc1cccc2c(NCCN(C)C)c3cccc(C(=O)NCCN(C)C)c3nc12 in HT29 is listed with -44*
CN([O-])c1nc(N(C)[O-])nc(N2CCOCC2)n1.CN([O-])c1nc(N(C)[OH2+])nc(N2CCOCC2)n1.[Fe+3] in SW-620 is listed with 58[100 µM]

(cont.)
SMILES	A498	SW-620	COLO 205	HT29	HCT-15	KM12	SNB-75	HCC-2998	HCT-116
COc1ccc(-c2nn3c(-c4cccnc4)nnc3s2)cc1OC	96	103	118	100	96	103	93	110	106
O=C(CCCCCCC(=O)Nc1ccc(C(=O)/C=C/c2cn(-c3ccccc3)nc2-c2ccccc2)cc1)NO	79	75	92	86	86	81	73	97	55
N#CCCN1CCN(CCC#N)c2ccccc21	97	108	101	109	107	108	95	96	105
COc1ccc(-n2cc3c(c2-c2ccccc2)CCc2cnoc2-3)cc1	95	94	94	86	89	97	103	100	93
CCOC(=O)Cc1ccc([N+](=O)[O-])cc1	77	92	97	92	102	97	86	106	101
COc1ccc(NC(=O)[C@H](C)NC(=O)OC(C)(C)C)cc1C(=O)Nc1cccc(-c2cc(=O)c3c(OC)c(OC)c(OC)cc3o2)c1	-53*	-26*	-70*	-10*	3.9*	-36*	-18*	-61*	-62*
COc1ccc(-c2cc(-c3cn(-c4ccccc4)nc3-c3ccc(OCc4ccccc4)cc3)on2)cc1	81	92	88	94	75	72	101	108	76
CCCCCCCCNC(=O)C(C)O (configuration not stated)	95	106	114	118	103	107	92	111	115
N=c1nc(N)nc2c3cc(Br)ccc3nnn12	68	87	94	90	101	99	47	94	83
Nc1ncc(-c2ccc(NS(=O)(=O)c3ccc(Cl)c(Cl)c3)cc2)[nH]1	85	91	109	107	95	90	91	91	99
CCCCCN(CCCCC)CC(O)c1cc2c(c3ccccc13)CCCC2 (configuration not stated)	39&108	30&29	41	16&15	52&52	35&51	71&87	13	18&20
COc1cc(C2=NN(c3ccccc3)C(c3cccc(Nc4ccnc5cc(C(F)(F)F)ccc45)c3)C2)cc(OC)c1OC (configuration not stated)	90	95	87	71	78	88	106	90	90
COc1ccc(CNCCCN2C(=O)c3ccc4c5c(ccc(c35)C2=O)C(=O)N(CCCNCCCCNCCCN)C4=O)c(OC)c1OC	80	11	-86*	.	20	21	-27*	-3.5*	6.9*
O=C(O)C(Cc1c[nH]c2ccc(O)cc12)NCC1(O)OCC(O)C(O)C1O (configuration not stated)	125	117	120	101	100	104	96	104	103
CCC(=O)Cc1ccccn1	106	102	112	104	102	107	116	105	107
COc1cc(OC)c(/C=C/C(=O)c2ccc(Nc3ncnc4cc(OC)c(OC)cc34)cc2)c(OC)c1	84	100	78	100	92	102	48	109	77
